Source: PubChem (National Center for Advancing Translational Sciences (NCATS))
GALK inh: qHTS Assay for Inhibitors of Human Galactokinase (GALK) | P51570 | Purified GALK, Kinase-Glo residual ATP luminescence | Potency, µM (top dose mostly 57.5 µM), without a hit: at the highest dose activity change, negative = inhibition, most hits filed as inhibitors | 270,000 tested, 0.007% active | AID 1868, 2009; also: potency is read from the fitted curve at half-maximal effect; % is scaled to controls: 0 for no effect and ±100 for the full control effect
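Kinase-Glo Plus luminescence measured ATP left after a 1 h room-temperature reaction. The reaction used 5 nM GALK, 100 uM galactose and 35 uM ATP at pH 8.0 (20 mM HEPES, 5 mM MgCl2, 60 mM NaCl, 1 mM DTT, 0.01% BSA).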
TRPV1 ag: HTS Assay for Compounds that Act as Agonists of the Vanilloid Receptor 1; Transient receptor potential cation channel subfamily V member 1 (Homo sapiens), Q8NER1; TRPV1-expressing cells, Fluo-8 calcium influx, agonist mode; activation, % at 8.33 µM; 320,000 tested, 0.19% active; AID 540275, 2011; in the data active = activation above about 80%; inconclusive = between about 30% and that limit; also: 0% is about no effect
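Cells expressing TRPV1 were dye-loaded with Fluo-8 and read kinetically: 10 s baseline, 3 min after compound (agonist portion), then 2 min after EC20 capsaicin (allosteric enhancer portion). Calcium-bound dye fluorescence at 480/520 nm.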
KCNH2 3.1 inh: qHTS for Inhibitors of KCHN2 3.1: Mutant qHTS; Potassium voltage-gated channel subfamily H member 2, brain isoform KCNH2 3.1 (human); U2OS KCNH2 3.1, thallium flux FluxOr; active compounds read low; activity change, % (tested at about 1.8 µM); 340,000 tested, 0.95% active; AID 720553, 2013;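 active = maximum activity change below -70%; inconclusive = maximum activity change from -70% to -50%; inactive = maximum activity change above -50%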;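 also: thallium influx rate constant from kinetic fluorescence after stimulation buffer; % is scaled to controls: 0 for no effect and ±100 for the full control effect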
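Virally transduced U2OS (3.1 isoform, 4 h infection in dark at RT) → overnight 37 C → FluxOr + Red40 in HBSS/HEPES, 45 min → stimulation buffer, 2 min kinetic read → rate constant vs DMSO controls.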
KCNH2 WT inh: qHTS for Inhibitors of KCHN2 3.1: Wildtype qHTS; U2OS, BacMam KCNH2, thallium flux FluxOr; active compounds read low; activity change, % at 1.84 µM; 340,000 tested, 0.37% active; Voltage-gated inwardly rectifying potassium channel KCNH2 (Homo sapiens), Q12809; AID 720551, 2013;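 active = maximum activity change below -70%; inconclusive = maximum activity change between -70% and -50%; inactive = maximum activity change above -50%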; also: % is scaled to controls: 0 for no effect and ±100 for the full control effect
Target sequence (Q12809 whole entry, looked up): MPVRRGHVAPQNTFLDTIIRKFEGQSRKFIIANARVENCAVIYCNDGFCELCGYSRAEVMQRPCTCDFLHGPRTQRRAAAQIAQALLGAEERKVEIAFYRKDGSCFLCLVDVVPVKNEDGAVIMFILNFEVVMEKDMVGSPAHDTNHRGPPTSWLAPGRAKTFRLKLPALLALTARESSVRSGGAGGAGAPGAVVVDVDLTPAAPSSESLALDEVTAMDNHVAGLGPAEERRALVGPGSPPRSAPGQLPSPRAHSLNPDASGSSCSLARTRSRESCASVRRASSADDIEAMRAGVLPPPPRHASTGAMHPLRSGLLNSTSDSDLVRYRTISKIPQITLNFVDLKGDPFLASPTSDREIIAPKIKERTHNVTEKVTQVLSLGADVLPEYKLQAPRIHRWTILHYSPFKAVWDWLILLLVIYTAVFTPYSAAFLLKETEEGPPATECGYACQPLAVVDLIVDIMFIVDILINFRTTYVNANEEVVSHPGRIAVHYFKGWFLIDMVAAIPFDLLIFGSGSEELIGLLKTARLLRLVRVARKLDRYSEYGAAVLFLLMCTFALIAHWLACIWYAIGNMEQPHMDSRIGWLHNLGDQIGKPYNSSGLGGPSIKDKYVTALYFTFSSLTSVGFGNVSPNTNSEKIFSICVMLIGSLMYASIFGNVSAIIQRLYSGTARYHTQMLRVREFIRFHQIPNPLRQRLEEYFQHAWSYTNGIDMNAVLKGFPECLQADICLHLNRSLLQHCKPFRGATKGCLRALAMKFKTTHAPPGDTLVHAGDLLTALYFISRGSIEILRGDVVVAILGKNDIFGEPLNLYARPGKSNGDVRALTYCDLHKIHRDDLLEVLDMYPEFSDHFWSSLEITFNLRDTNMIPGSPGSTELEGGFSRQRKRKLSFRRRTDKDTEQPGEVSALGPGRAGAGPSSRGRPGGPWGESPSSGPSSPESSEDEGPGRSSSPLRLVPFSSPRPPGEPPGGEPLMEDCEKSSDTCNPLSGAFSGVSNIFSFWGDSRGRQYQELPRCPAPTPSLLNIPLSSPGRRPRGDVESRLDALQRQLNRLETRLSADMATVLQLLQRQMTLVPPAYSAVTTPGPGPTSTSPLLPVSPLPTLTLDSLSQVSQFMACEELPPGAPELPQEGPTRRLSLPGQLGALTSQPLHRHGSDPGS
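U2OS cells were transduced with wild-type KCNH2 virus (2.03 x 10^8 / mL) for 4 h at room temperature, then cultured overnight at 37 C. Thallium flux was read with FluxOr dye. Rate constants were normalized to DMSO controls.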
FBPA coupling cs: qHTS Assay for Inhibitors of Fructose-1,6-bisphosphate Aldolase from Giardia Lamblia: Coupling assay counterscreen; coupling enzyme system counterscreen, AmpLite Red fluorescence; activity change, negative = inhibition, % at 58.2 µM, hits read low; 290,000 tested, 0.67% active; in the data active = activity change below about -30%; also: % is scaled to controls: 0 for no effect and ±100 for the full control effect
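Counterscreen of the coupled detection system alone, without aldolase: glyceraldehyde-3-phosphate coupling enzymes plus AmpLite Red readout. Compounds at 57.5 uM final, 10 min RT preincubation, 20 min RT reaction, fluorescence 525/598 nm.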
Menin-MLL TR inh: qHTS Assay for Inhibitors Targeting the Menin-MLL Interaction in MLL Related Leukemias: Competition With Texas Red Labeled MLL-derived Mutant Peptide. Menin + Texas Red MLL mutant peptide, fluorescence polarization. Potency, µM (series often up to 61.6 µM), for the others: top-dose FP activity change, negative = inhibition, most hits filed as inhibitors. AID 1768, 2009. 270,000 tested, 0.23% active. O00255; active = well fitted inhibition curve with a large enough effect in the polarisation, with a control signal flat, not every such curve was filed as active; inconclusive = small, poorly fitted or top-dose-only effect, or effect the other way, or a change in a side signal; inactive = no such curve, though single readings can be large or run the other way; the % refers to the polarisation; also: potency is read from the fitted curve at half-maximal effect; % of control where 0% means no effect; many of its hits are not listed in these tables
MLL CXXC-DNA inh: qHTS Fluorescence Polarization Assay for Inhibitors of MLL CXXC domain - DNA interaction. 290,000 tested, 0.037% active. Potency, µM (doses to about 115 µM), without a hit: top-dose activity change, negative = inhibition, usual class: inhibitors. MLL-CXXC / FITC-HOXA9 DNA fluorescence polarization. Histone-lysine N-methyltransferase 2A (Homo sapiens), Q03164; active = well fitted inhibition curve with a large enough effect in the polarisation, with a control signal flat, not every such curve was filed as active; inconclusive = small, poorly fitted or top-dose-only effect, or effect the other way, or a change in a side signal; inactive = no such curve, though single readings can be large or run the other way; the % refers to the polarisation; also: potency is read from the fitted curve at half-maximal effect
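Steps: dispense CXXC domain solution (7 uM) → pin compounds or unlabeled HOX-A9 DNA control → 5 min ambient → add FLSN-HOX-A9 solution (50 nM) → spin → 30 min ambient → fluorescence polarization. Tris pH 7.5/NaCl/DTT/BSA buffer.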
PKM2 act: qHTS Assay for Activators of Human Muscle isoform 2 Pyruvate Kinase; Pyruvate kinase PKM (Homo sapiens), P14618; purified PKM2, Kinase-Glo ATP luminescence, activation; response scale: 0% is enzyme alone, no compound; Potency, µM (highest dose often 57.5 µM), for the others: at the top dose activation, hits mostly activators; 260,000 tested, 0.34% active; also: potency is read from the fitted curve at half-maximal effect; % is scaled to controls: 0 for no effect and ±100 for the full control effect; nearly all actives have a fitted effect of over 55% in size
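hPK-M2, >95% pure; 0.1 mM ADP / 0.5 mM PEP final; imidazole pH7.2 buffer w/ 7 mM MgCl2, 50 mM KCl; 1 h RT; Kinase-Glo lum. Intermediate enzyme activity for dual inhibitor/activator qHTS.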
Giardia kill: Small Molecules that selectively kill Giardia lamblia: qHTS | AID 540267, 2011 | Giardia lamblia trophozoite viability | activity change, % at 7.66 µM, hits read low | 340,000 tested, 0.15% active; in the data active = activity change below about -80%; inconclusive = between about -30% and that limit;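 also: parasites exposed to compound for two days anaerobically before the ATP read; % is scaled to controls: 0 for no effect and ±100 for the full control effect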
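Killing of trophozoites was scored by loss of ATP luminescence after a 48 hrs anaerobic exposure to compounds at 37 deg C, using 100 cells per well.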
B2AR arrestin: qHTS assay of beta-arrestin-biased ligands of beta2-adrenergic receptor. 330,000 tested, 0.02% active. beta-arrestin recruitment to beta2AR, cell-based reporter. Potency, µM (titrated, usually from 46.1 µM), without a hit: top-dose activation, usual class: activators. Beta-2 adrenergic receptor (Homo sapiens), P07550;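 also: potency is read from the fitted curve at half-maximal effect; 0% = DMSO controls and full agonism = EC100 isoproterenol or metaproterenol; nearly all actives have a fitted effect of over 65% in size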
USP2a block: qHTS Assay for Inhibitors of Ubiquitin-specific Protease USP2a Using CHOP2 as the Reporter. Potency, µM (titrated, usually from 38.3 µM), for inactives: at the highest dose activity change, negative = inhibition, actives largely listed as inhibitors. 330,000 tested, 0.01% active. AID 463254, 2010. USP2 core, Ub-CHOP2 coupled fluorogenic reporter, 485/531;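 also: potency is read from the fitted curve at half-maximal effect; plate controls were DMSO wells for no effect and full inhibition by NEM control for full effect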
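USP2 core (10nM final) preincubated 30min RT with compound in 20mM Tris-HCl pH 8.0, 2mM CaCl2, 2mM beta-mercaptoethanol, 0.05% CHAPS; 25nM Ub-CHOP2 plus 25nM reporter substrate added, fluorescence (Ex485/Em531) read after 60min.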
Starred values were filed as active, the others as inactive; ? = inconclusive; · = no result given; [ ] = dose if it differs, or a comment. Unless noted, calls follow the shape of the dose curve; as a rule, active = well fitted curve in the direction sought with a large enough effect; inconclusive = small, poorly fitted or top-dose-only effect, or another doubt; inactive = no such curve, though single readings can be large; an effect the other way counts as inactive or inconclusive. An excerpt, so the mix of outcomes need not match the whole.

Order of values: GALK inh	TRPV1 ag	KCNH2 3.1 inh	KCNH2 WT inh	FBPA coupling cs	Menin-MLL TR inh	MLL CXXC-DNA inh	PKM2 act	Giardia kill	B2AR arrestin	USP2a block
- CCOc1ccc2oc(C(=O)NC(C)(C)CC)c(C)c2c1
    -2%	18	-10	4	-1	-18%	7%	-1%	-21	0.3%	-1%
- O=C(COc1nncc2ccccc12)Nc1ccc(F)c(F)c1
    0%	1	11	4	1	-2%	7%	-3%	-13	-0.2%	1%
- C=CCc1cccc(/C=N/NC(=O)c2ccc3nc[nH]c3c2)c1O
    -1%	?	-7	-2	·	·	0%	·	5	-0.9%	-1%
- CC1CN(C(=O)C2(C)CC2(Br)Br)CC(C)O1 (stereo not given)
    -2%	-2	-4	-37	1	17%	7%	2%	0	-0.7%	2%
- CCCNS(=O)(=O)c1ccc(C(=O)NCC2CCCO2)cc1 (stereo not given)
    -2%	-16	-2	16	2	-3%	0%	-6%	-10	-0.5%	1%
- O=C(Nc1ccccc1)C(Cl)C(=O)c1ccccc1 (stereo not given)
    4%	1	-4	0	-2	2%	-16%	28%	-6	4.1%	0%
- COc1ccc(-n2ncc3c(=O)n(CC(=O)Nc4ccc5c(c4)OCCO5)cnc32)cc1
    -1%	4	-8	-5	1	?	16%	0%	20	0.1%	0%
- COc1ccc(-c2nc(-c3ccccc3)nc(N3CCN(C)CC3)c2C#N)cc1
    -5%	·	-11	14	-3	·	10%	1%	4	-0.8%	1%
- COc1ccccc1CNc1nc2ccccc2n1CCN1CCCCC1
    -1%	?	-28	21	-1	?	2%	-1%	8	0.3%	1%
- Cc1nnc(SCC(=O)Nc2ccc([N+](=O)[O-])cc2)n1C
    6%	1	-13	-8	1	-4%	2%	4%	-27	-0.5%	-1%
- COc1cccc(C2NC(=O)NC(C)=C2C(=O)Nc2ccc(C)cc2)c1OC (stereo not given)
    7%	1	3	-14	3	3%	4%	-3%	-4	0.1%	2%
- COc1cccc(NC(=O)C2CCN(C(=O)NC3CCCCC3)CC2)c1
    15%	?	3	-1	1	-13%	-8%	0%	5	0.2%	2%
- COc1ccccc1/C=N/NC(=O)C(=O)NCc1cccnc1
    -1%	-1	0	1	0	10%	-4%	-3%	6	0.5%	2%
- COc1ccccc1-c1nnc(C2CCN(S(=O)(=O)c3cccc([N+](=O)[O-])c3)CC2)o1
    6%	7	-15	4	0	1%	-11%	-1%[0.46 µM]	?	0.4%	-4%
- COc1ccc(N2CCN(C3CC(=O)N(c4ccc5c(c4)OCCO5)C3=O)CC2)cc1 (stereo not given)
    -3%	3	-4	-3	1	36%[activator]	0%	0%	-8	-0.3%	-1%
- S=C1NCCOCCNC(=S)NCCOCCOCCOCCN1
    1%	-1	-4	-1	-1	-1%	-4%	7%	8	-0.3%	4%
- Cc1[nH][nH]c(=O)c1C(c1ccc(O)c([N+](=O)[O-])c1)c1c(C)[nH][nH]c1=O
    -2%	0	7	8	-6	-1%	-13%	3%	-1	-0.6%	4%
- CCCCS(=O)(=O)N1CCN(S(=O)(=O)c2ccc(Cl)s2)CC1
    -4%	1	11	-9	·	·	0%	4%	-2	-0.4%	-1%
- O=C(CCc1ccncc1)N1CCCC(Nc2ccc(F)cc2)C1 (stereo not given)
    -4%	14	-7	7	·	·	-1%	-5%	-8	-0.1%	3%
- CC(NC(=O)CN1C(=O)NC(C)(C2CC2)C1=O)c1ccc(F)cc1 (stereo not given)
    ·	-3	15	-1	·	·	·	·	-4	0.2%	2%
- Cc1cc(C)nc(SCNC(=O)c2ccc(Cl)cc2)n1
    1%	13	-101*	-9	-1	8%	-20%	-6%	-10	0.7%	1%
- CCCCCNC(=O)c1ccc2c(=O)n(CC3CCCO3)c(=O)[nH]c2c1 (stereo not given)
    3%	6	19	-6	3	17%	2%	-1%	10	-0.1%	3%
- C#CCOCCOCCOCCNc1nc(N2CCN(C(=O)C([C@@H](C)CC)n3cc(C(N)CO)nn3)CC2)nc(N2CCN(C(=O)[C@H](CCC(=O)O)n3cc(C(N)CC(C)C)nn3)CC2)n1 (stereo not given in full)
    -1%	-4	-33	-8	5	-1%	-6%	-3%	41[activator]	-0.6%	-4%
- COc1ccc(NC(=O)c2ccc(C(=O)c3cc(OC)ccc3OC)cc2)cc1
    -1%	27	-10	4	-1	-20%	8%	7%	0	-0.3%	3%
- O=C(CCNC(=O)C1CCN(S(=O)(=O)c2ccccc2)CC1)NCc1cccc(C(F)(F)F)c1
    -4%	-2	0	-8	·	·	6%	·	0	0.0%	-1%
- O=C(NCC1CC1)c1ccccc1Cl
    -1%	3	-2	7	1	16%	-2%	·	-6	0.4%	5%
- Cn1ccnc1-c1nc2ccccc2[nH]c1=O
    1%	-3	-25	-9	0	6%	-6%	-1%	-15	-0.1%	-2%
- CCOc1ccc(N/C(N)=N/c2nc(C)c(C)c(=O)[nH]2)cc1
    5%	-5	-13	4	1	-1%	-3%	·	0	0.4%	1%
- O=C(COC(=O)CSCC(=O)N1CCCCC1)NCc1ccc(F)cc1
    5%	1	8	3	2	-3%	-2%	1%	-9	-0.2%	0%
- Cc1ccc(S(=O)(=O)N(CC(=O)N2CCN(c3ccc(F)cc3)CC2)C2CCCCC2)cc1
    ·	0	-12	6	0	?	9%	-3%	12	0.2%	0%
- C=CCNC(=O)c1onc(CSc2ccccc2CC)c1C(=O)O
    -7%	-1	4	2	4	?	1%	-3%	0	-0.2%	-1%
- CC1=CCC[C@H]2[C@H](C1)C(=O)C[C@@H](C)[C@]2(C)CC/C(=C/CO)CO
    ·	·	2	-3	·	·	·	·	37[activator]	-0.9%	-1%
- CCOc1ccc(S(=O)(=O)N2CCN(C(=O)COc3ccc(Br)cc3)CC2)cc1
    ·	·	?	-15	·	·	·	·	30	-0.9%	6%
- Cc1ccc(S(=O)(=O)N2CCN(C(=O)COC(=O)CCOc3ccccc3)CC2)c(C)c1
    ·	1	-17	3	·	·	·	·	-16	-0.5%	1%
- Cc1ccc(NS(=O)(=O)c2cc(C(=O)N3CCN(CCO)CC3)ccc2C)cc1
    ·	-1	22	6	·	·	·	·	0	-1.0%	2%
- Cc1noc(C)c1S(=O)(=O)N1CCN(C(c2ccccc2)c2ccc(Cl)cc2)CC1 (stereo not given)
    0%	·	11	-2	0	4%[11.7 µM]	-2%	-5%	5	0.3%	-3%
- Clc1ccc(Nc2cc(-c3ccccc3)nc3ncnn23)cc1
    5%	0	-2	14	10	·	2%	-6%	9	-0.2%	1%
- Cc1noc(NS(=O)(=O)c2ccc(NC(=O)CSc3nc4ccccc4[nH]3)cc2)c1C
    -2%	2	-10	-26	14	14%	13%	-7%	1	-0.2%	0%
- Cc1ccc(CN(Cc2cc3cccc(C)c3[nH]c2=O)C(=O)N(C)C)cc1
    -3%	5	-13	-4	1	-14%	2%	2%	7	0.0%	1%
- COc1ccccc1C(=O)NCCC(=O)N1CC=C(c2ccccc2)CC1
    ·	4	3	2	·	·	·	·	3	-0.6%	-2%
- Cc1nnsc1-c1nnc(SCC(=O)c2ccc(C#N)cc2)n1C1CC1
    -1%	-1	-17	0	0	·	-14%	-2%	-9	-1.3%	5%
